Screening data: PubChem, Sanford-Burnham Center for Chemical Genomics
mIAP act = mouse IAP activation; muIAP, CDP-Star luminescence, 30 min; active compounds read high; 1 = vehicle-only enzyme signal, 0 = enzyme-free wells; activation factor at 10 µM; 330,000 compounds, 0.24% hits; AID 2805;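 active means activation factor of at least 2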; further: the source names both 10 and 20 µM as test concentration; values of inactives mirror those of a sister screen read the other way
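also added = chemiluminescent substrate CDP-Star | test system = mouse IAP enzyme | signal = chemiluminescence readout | compound = DMSO-dissolved test compounds | incubation = 30 min at room temperature | benchmarks = DMSO wells, no-enzyme wells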
hIAP inh = blocks human intestinal alkaline phosphatase | purified IAP, CDP-Star luminescence, 30 min | P09923 | 330,000 compounds, 0.12% hits | AID 2544 | inhibition, % at 10 µM;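 active means inhibition reaching a set limit with compound at 10 µM in the primary screen, cut at about 35% in these data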;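 further: plate controls were DMSO wells with enzyme for no effect and no-enzyme buffer wells for full effect; values of inactives mirror those of a sister screen read the other way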
Target sequence (P09923 whole entry, looked up): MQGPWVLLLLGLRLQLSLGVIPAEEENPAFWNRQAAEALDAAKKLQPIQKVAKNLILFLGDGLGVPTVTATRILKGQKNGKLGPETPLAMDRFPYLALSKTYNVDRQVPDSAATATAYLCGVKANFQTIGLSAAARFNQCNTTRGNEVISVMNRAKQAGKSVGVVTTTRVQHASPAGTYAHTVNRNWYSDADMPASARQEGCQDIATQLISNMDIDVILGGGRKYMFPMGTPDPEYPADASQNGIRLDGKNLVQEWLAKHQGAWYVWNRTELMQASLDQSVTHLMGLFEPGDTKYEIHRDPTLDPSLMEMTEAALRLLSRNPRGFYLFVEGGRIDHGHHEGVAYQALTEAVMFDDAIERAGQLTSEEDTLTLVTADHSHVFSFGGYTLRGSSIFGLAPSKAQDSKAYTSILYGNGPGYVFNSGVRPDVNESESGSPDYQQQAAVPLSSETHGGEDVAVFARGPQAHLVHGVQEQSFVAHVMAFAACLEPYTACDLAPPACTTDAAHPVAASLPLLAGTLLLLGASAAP
APOBEC3G inh = inhibitors of human APOBEC3G DNA deaminase | Q9HC16 | recombinant A3G, ssDNA deamination FAM/TAMRA fluorescence | inhibition, % at 20 µM | 330,000 compounds, 0.28% hits | AID 493012;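 active means inhibition of at least 40% at 20 µM, with no more than 30% in the related APOBEC3A deaminase screen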;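 further: plate controls were DMSO wells with A3G for no effect and wells lacking A3G enzyme for full effect; some compounds called inactive have numbers as strong as hits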
APOBEC3A inh = human APOBEC3A DNA deaminase inhibition; P31941; recombinant A3A, FAM/TAMRA ssDNA deamination fluorescence; inhibition, % at 20 µM; 330,000 compounds, 0.41% hits;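 active means at least 40% inhibition at 20 µM here, with at most 30% in a related deaminase screen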;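 further: plate controls were A3A with DMSO for no effect and wells lacking A3A enzyme for full effect; some results filed as inactive read as strong as hits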
Target sequence (P31941 whole entry, looked up): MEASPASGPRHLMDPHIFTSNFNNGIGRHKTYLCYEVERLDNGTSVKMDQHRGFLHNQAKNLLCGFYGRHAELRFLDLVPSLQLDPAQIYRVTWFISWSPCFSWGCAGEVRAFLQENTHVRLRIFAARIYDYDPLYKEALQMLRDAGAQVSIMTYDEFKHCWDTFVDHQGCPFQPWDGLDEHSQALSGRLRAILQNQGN
tim10-1 inh = inhibits growth of tim10-1 mutant yeast; S. cerevisiae tim10-1 ts strain growth, BacTiter-Glo, 24 h; inhibition, % at 20 µM; 330,000 compounds, 2.2% hits; AID 463190;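 active means inhibition of at least 40%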;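 further: mutant grown at 25 °C; 0% = DMSO wells with yeast and 100% = wells holding no yeast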
mIAP block = blocks mouse intestinal alkaline phosphatase. AID 2806. purified mouse IAP, CDP-Star luminescence, 30 min. inhibition, % at 10 µM. 330,000 compounds, 0.2% hits;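 active means inhibition of at least 40% at 10 µM in the primary screen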;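 further: plate controls were DMSO with enzyme for no effect and no enzyme wells for full effect; values of inactives mirror those of a sister screen read the other way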
MIN6 prolif = inducers of beta-cell replication in MIN6 cells; MIN6 cells proliferation, ATPlite luminescence, 48 h; cells starved in 0.2% serum; 100% = growth in 10% serum; proliferation, % at 10 µM; 330,000 compounds, 0.29% hits;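 active means compounds whose signal lies at least 3.5 SD above the mean of all wells on their plate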;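 further: 0% = DMSO-treated cells in low-serum medium and 100% = 10% serum control; some compounds called inactive have numbers as strong as hits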
NALP3 yeast inh = inhibitors of NALP3 inflammasome in yeast. Yeast reconstituted NLRP3/ASC/caspase-1, beta-gal luminescence, 24 h. inhibition, % at 10 µM. 330,000 compounds, 0.39% hits;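 active means inhibition of 50% or more; inactive means inhibition below 50%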;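 further: plate controls were induced DMSO wells for no effect and uninduced yeast grown without galactose for full effect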
TIM10 inh = TIM10 yeast growth inhibition | S. cerevisiae TIM10 strain growth, BacTiter-Glo luminescence, 24 h | inhibition, % at 10 µM | 330,000 compounds, 1.4% hits;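 active means inhibition of 40% or more at the single tested concentration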;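 further: wild-type TIM10 isogenic control strain grown at permissive 25 °C; 0% = DMSO yeast wells and 100% = minimal medium wells without yeast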
Starred values were filed as active, the others as inactive.

1: CCc1ccc(C(=O)c2oc3nc(C)cc(C)c3c2N)cc1
2: Cc1cc(F)ccc1NCc1cccnc1
3: O=C(Cc1ccc([N+](=O)[O-])cc1)N1CCCCCC1
4: CC(C)(C)SCCNC(=O)/C=C/c1ccc([N+](=O)[O-])cc1
5: COc1cc(C=Nc2cccc([N+](=O)[O-])c2C)ccc1OC(C)=O
6: Cn1c(N)c(C(=O)COC(=O)c2ccc(-c3ccccc3)cc2)c(=O)n(C)c1=O
7: Cc1cccc(C)c1NC(=O)CSc1nnc(-c2ccoc2C)n1C
8: CCCCOc1ccc(C(=O)N2CC(C)OC(C)C2)cc1 (stereo not given)
Assay by compound	1	2	3	4	5	6	7	8
NALP3 yeast inh	14	-3	-3	16	2	19	-1	7
APOBEC3A inh	-4	-4	-2	0	-3	8	0	0
mIAP block	4	-4	-1	-2	4	17	-1	-3
tim10-1 inh	45*	3	1	22	21	23	5	11
hIAP inh	-1	-7	12	-4	19	4	17	13
mIAP act	0.96	1	1	1	0.96	0.83	1	1
APOBEC3G inh	-6	-3	-6	-3	-2	-7	-2	-3
TIM10 inh	27	-22	-3	-12	6	23	-1	6
MIN6 prolif	4	-4	1	-1	6.4*	-6	1	0

9: Cc1ccc(NC(=O)c2ccc(F)c(S(=O)(=O)N3CCOCC3)c2)cc1F
10: Cc1cc(C)n2ncc(C(=O)NCc3ccc(Cl)cc3)c2n1
11: Cc1cc(C)c[n+](-c2nc3ccccc3nc2[N-]S(=O)(=O)c2ccc(Cl)cc2)c1
12: CCOC(=O)c1ccc(NC(=O)CCS(=O)(=O)c2ccc(Br)s2)cc1
13: CCOc1ccc(NC(=O)CC2C(=O)N(c3ccccc3)C(=O)N2Cc2ccco2)cc1 (stereo not given)
14: CCOc1ccc(CN2CCNC(=O)C2CC(=O)NC2CCCCCC2)cc1 (stereo not given)
15: COc1ccc(/C=C2\CCC(C3CCCC3)C2=O)cc1 (stereo not given)
16: COc1ccc2c(c1)CC/C(=C\C=C\c1ccccc1)C2=O
Assay by compound	9	10	11	12	13	14	15	16
NALP3 yeast inh	-12	21	10	2	5	24	38	34
APOBEC3A inh	1	1	-2	-4	-5	8	1	-1
mIAP block	7	-18	4	-5	-24	-6	-5	-1
tim10-1 inh	25	9	7	39	36	12	10	23
hIAP inh	14	-25	5	4	-10	-26	-2	-6
mIAP act	0.93	1.2	0.96	1	1.2	1.1	1	1
APOBEC3G inh	-4	1	-5	-6	-8	2	0	-7
TIM10 inh	23	7	5	44*	1	26	1	20
MIN6 prolif	-3	1	0	-4	-2	-3	-3	-5

17: COc1ccc2nc(Nc3nc(CSc4nnc(C)s4)cc(=O)[nH]3)nc(C)c2c1
18: COc1cc(/C=N/NC(=O)c2ccccc2)ccc1OS(=O)(=O)c1ccccc1
19: Cc1ccc(S(=O)(=O)Nc2c(C)cc(C)nc2Cl)cc1
20: Cc1cc(C)c(NC(=O)CN2CCN(C)CC2)c(C)c1
21: CCc1ccccc1NC(=O)Cn1nnc(C(=O)NCc2cccs2)c1N
22: O=c1c2cc3ccccc3n2cnn1Cc1ccccc1F
23: CC(=O)CCCCn1cnc2c1c(=O)n(C)c(=O)n2C
24: COCCC(=O)N1CCC(Oc2ccc(C(=O)N3CCCCC3COC)cc2)CC1 (stereo not given)
Assay by compound	17	18	19	20	21	22	23	24
NALP3 yeast inh	-3	-14	11	6	1	-25	5	4
APOBEC3A inh	-2	-3	-2	-1	-2	1	0	-2
mIAP block	12	7	-6	-2	8	0	-17	5
tim10-1 inh	21	38	31	-15	0	-20	4	-8
hIAP inh	-19	-4	-9	-9	17	6	-22	13
mIAP act	0.88	0.93	1.1	1	0.92	1	1.2	0.95
APOBEC3G inh	-4	-6	-7	-6	-8	-7	-1	-7
TIM10 inh	5	43*	12	1	2	-1	9	9
MIN6 prolif	-1	-1	-5	-2	-4	-5	-5	-2

25: COC(=O)c1cccc(S(=O)(=O)N2CCN(c3nc4ccccc4s3)CC2)c1
26: CCOC(=O)c1cccc(NC(=O)CSc2nncn2-c2ccccn2)c1
27: COc1ccc(C2C=C(C34CC5CC(CC(C5)C3)C4)NC(=S)N2)cc1OC (stereo not given)
28: COc1cc(/C=N/NC(=O)c2cnccn2)cc(OC)c1OC
29: CC(=O)c1sc(NC(=O)C2CCN(C(=O)c3ccccc3C)CC2)nc1-c1ccccc1
30: O=C1c2cccc(OCC(=O)N3CCCc4ccccc43)c2CCN1Cc1ccccc1
31: O=C(Nc1cccc(Cl)c1)c1cnccn1
32: O=C(COC(=O)CCSc1ccccc1Cl)NCc1ccco1
Assay by compound	25	26	27	28	29	30	31	32
NALP3 yeast inh	11	11	-4	15	19	-1	27	4
APOBEC3A inh	-3	-4	-5	2	8	0	-3	3
mIAP block	-3	-6	1	8	8	-1	7	1
tim10-1 inh	11	-2	56*	9	23	19	0	13
hIAP inh	-5	0	-5	5	0	-7	4	-4
mIAP act	1	1.1	0.99	0.92	0.92	1	0.93	0.99
APOBEC3G inh	-6	-10	-8	2	-9	-2	-4	-8
TIM10 inh	13	-19	8	-4	20	19	-1	18
MIN6 prolif	-1	1	-2	2	-3	-2	-4	-3

33: COc1ccc(C(=O)N/C(=C\c2cc(OC)c(OC)cc2[N+](=O)[O-])C(=O)NCCO)cc1
34: O=[N+]([O-])c1cc2c(cc1/C=N/n1cnnc1)OCO2
35: O=C(O/N=C1\CCCc2ccccc21)C1CC1
36: Cc1noc(C)c1S(=O)(=O)N1CCCC(C(=O)Nc2cccnc2)C1 (stereo not given)
37: O=C(COC(=O)/C=C/c1ccc(S(=O)(=O)N2CCOCC2)cc1)NCc1ccc(Cl)cc1
38: CC(=O)N1CCc2cc(Br)cc(S(=O)(=O)NCCN3CCCCC3C)c21 (stereo not given)
39: Cc1cccc(N2C(=O)c3ccc(C(=O)Nc4ccccn4)cc3C2=O)c1
40: CCCCN(C(=O)/C=C/c1ccco1)c1c(N)n(CC(C)C)c(=O)[nH]c1=O
Assay by compound	33	34	35	36	37	38	39	40
NALP3 yeast inh	-3	12	-16	-1	1	-7	22	5
APOBEC3A inh	2	2	0	3	3	0	0	2
mIAP block	-4	-2	7	-2	0	-14	-1	6
tim10-1 inh	-7	3	6	8	6	13	22	4
hIAP inh	-6	2	-5	0	-13	-4	-42	-7
mIAP act	1	1	0.93	1	1	1.1	1	0.94
APOBEC3G inh	-8	-5	-10	3	-3	-3	-9	-7
TIM10 inh	-12	-2	3	-14	13	4	20	-1
MIN6 prolif	2	-1	-1	-2	-4	-1	-3	-4

41: CCOc1ccc(NC(=S)N(CCN2CCOCC2)Cc2cc3cc4c(cc3[nH]c2=O)OCCO4)cc1
42: C=CCN(CC=C)CC(O)CN(c1cc([N+](=O)[O-])ccc1OC)S(=O)(=O)c1ccccc1 (stereo not given)
43: Cc1cccc(NC(=O)C2CCN(S(=O)(=O)c3cccc4cccnc34)CC2)c1
44: CCOc1ccccc1CN1CCNC(=O)C1CC(=O)N(C)CCc1ccccn1 (stereo not given)
45: Nc1nc(Nc2ccccc2)n[nH]1
46: COc1ccc(-c2noc(CN(C(=O)c3ccc(OC(C)=O)cc3)C(C)C)n2)cc1OC
47: Cc1ccc(CN2CCN(Cc3cn[nH]c3-c3cccc(F)c3)CC2CCO)o1 (stereo not given)
48: CCc1ccc(Nc2nc(C)cc(C)c2C(N)=O)cc1
Assay by compound	41	42	43	44	45	46	47	48
NALP3 yeast inh	24	-1	7	12	-5	6	3	28
APOBEC3A inh	-3	0	3	-3	0	-3	0	-4
mIAP block	0	6	8	0	-4	-8	2	-5
tim10-1 inh	8	5	-9	-1	4	18	11	-4
hIAP inh	-4	7	1	-15	-10	-3	8	-14
mIAP act	1	0.94	0.92	1	1	1.1	0.98	1.1
APOBEC3G inh	-5	-9	-3	-6	-1	-3	0	-7
TIM10 inh	3	9	-7	-1	-2	3	5	1
MIN6 prolif	1	0	0	0	-1	-1	1	-1

49: CCN(CC(=O)Nc1ccc(NC(C)=O)cc1)C(=O)Cc1ccc(Cl)c(Cl)c1
50: CCCN(CC1COc2ccccc2O1)C(=S)Nc1ccc(C)cc1 (stereo not given)
51: O=C(Nc1ccccc1C(F)(F)F)c1cc(S(=O)(=O)N2CCOCC2)ccc1F
52: CC(=O)OCC(=O)[C@H]1CC[C@H]2[C@@H]3CCC4=CC(=O)CC[C@]4(C)[C@H]3CC[C@]12C
53: CC(NC(=O)COC(=O)C1CCC1)c1ccccc1 (stereo not given)
54: CC(C)(C)c1ccc(-c2nnc3sc(-c4ccncc4)nn23)cc1
55: Nc1ccccc1Nc1nc2ccccc2[nH]1
56: Cc1ccccc1NC(=S)NC(NC(=O)c1ccco1)C(Cl)(Cl)Cl (stereo not given)
Assay by compound	49	50	51	52	53	54	55	56
NALP3 yeast inh	2	20	14	50	11	-2	15	-1
APOBEC3A inh	14	-2	3	-1	-6	3	-4	-2
mIAP block	0	-14	-2	-4	-2	10	2	-29
tim10-1 inh	3	46*	32	13	23	35	33	2
hIAP inh	-15	-7	-4	-2	-13	14	15	2
mIAP act	1	1.1	1	1	1	0.9	0.98	1.3
APOBEC3G inh	-2	-7	0	-4	2	22	-74	-3
TIM10 inh	-5	30	-7	-6	5	22	4	2
MIN6 prolif	-4	0	-3	-3	0	0	-3	-3

One compound at a time (already shown).
Results for `C=CCN(CC=C)CC(O)CN(c1cc([N+](=O)[O-])ccc1OC)S(=O)(=O)c1ccccc1` (stereo not given) = NALP3 yeast inh: -1; APOBEC3A inh: 0; mIAP block: 6; tim10-1 inh: 5; hIAP inh: 7; mIAP act: 0.94; APOBEC3G inh: -9; TIM10 inh: 9; MIN6 prolif: 0
Results for `CCOC(=O)c1ccc(NC(=O)CCS(=O)(=O)c2ccc(Br)s2)cc1` = NALP3 yeast inh: 2; APOBEC3A inh: -4; mIAP block: -5; tim10-1 inh: 39; hIAP inh: 4; mIAP act: 1; APOBEC3G inh: -6; TIM10 inh: 44*; MIN6 prolif: -4

3 entries out of the list above, sorted by their value in NALP3 yeast inh, falling:
nr	compound	NALP3 yeast inh	APOBEC3A inh	mIAP block	tim10-1 inh	hIAP inh	mIAP act	APOBEC3G inh
52	CC(=O)OCC(=O)[C@H]1CC[C@H]2[C@@H]3CCC4=CC(=O)CC[C@]4(C)[C@H]3CC[C@]12C	50	-1	-4	13	-2	1	-4
55	Nc1ccccc1Nc1nc2ccccc2[nH]1	15	-4	2	33	15	0.98	-74
49	CCN(CC(=O)Nc1ccc(NC(C)=O)cc1)C(=O)Cc1ccc(Cl)c(Cl)c1	2	14	0	3	-15	1	-2
